AGP1-GFP MLPCN = yeast TOR pathway AGP1-GFP modulation; S. cerevisiae AGP1-GFP multiplex flow cytometry, 3 h; GFP as percent of DMSO wells; GFP response vs DMSO, % at 10 µM; hit rate 0.02% among 320,000;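 active = GFP response relative to DMSO above a set limit, near screen average plus 3 SD, cut at about 150% in these data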;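 note: median GFP channel fluorescence of the gated AGP1 strain per well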
LAP4-GFP MLPCN = alters LAP4-GFP fluorescence in TOR pathway yeast screen. S. cerevisiae LAP4-GFP multiplex, flow cytometry GFP, 3 h; median GFP as percent of DMSO wells. GFP response vs DMSO, % at 10 µM. hit rate 0.34% among 320,000;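 active = GFP response vs DMSO above a set limit, about the screen mean plus 3 SD, cut at about 150% in these data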
Yeast superoxide = caloric restriction mimetics inhibiting age-related superoxide in yeast | superoxide response (% of plate mean), % at 10 µM | S. cerevisiae aged cells, superoxide DHE fluorescence; hits give low values | hit rate 0.18% among 330,000 | AID 2690;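 active = superoxide response under a set limit, about three screen SD below normal, cut at about 65% in these data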;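 note: yeast aged for seven days with compound at 30 °C before DHE staining; 100% = average MFI of all compound-treated wells on the plate with controls excluded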
AHR activator = activators of human aryl hydrocarbon receptor; P35869; AHR-responsive luciferase reporter cells, luminescence; activation, % at 5 µM; hit rate 2.5% among 320,000; in the data active = activation above about 47%;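 note: 0% = vehicle wells and 100% = reference agonist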
Target sequence (P35869 whole entry, looked up): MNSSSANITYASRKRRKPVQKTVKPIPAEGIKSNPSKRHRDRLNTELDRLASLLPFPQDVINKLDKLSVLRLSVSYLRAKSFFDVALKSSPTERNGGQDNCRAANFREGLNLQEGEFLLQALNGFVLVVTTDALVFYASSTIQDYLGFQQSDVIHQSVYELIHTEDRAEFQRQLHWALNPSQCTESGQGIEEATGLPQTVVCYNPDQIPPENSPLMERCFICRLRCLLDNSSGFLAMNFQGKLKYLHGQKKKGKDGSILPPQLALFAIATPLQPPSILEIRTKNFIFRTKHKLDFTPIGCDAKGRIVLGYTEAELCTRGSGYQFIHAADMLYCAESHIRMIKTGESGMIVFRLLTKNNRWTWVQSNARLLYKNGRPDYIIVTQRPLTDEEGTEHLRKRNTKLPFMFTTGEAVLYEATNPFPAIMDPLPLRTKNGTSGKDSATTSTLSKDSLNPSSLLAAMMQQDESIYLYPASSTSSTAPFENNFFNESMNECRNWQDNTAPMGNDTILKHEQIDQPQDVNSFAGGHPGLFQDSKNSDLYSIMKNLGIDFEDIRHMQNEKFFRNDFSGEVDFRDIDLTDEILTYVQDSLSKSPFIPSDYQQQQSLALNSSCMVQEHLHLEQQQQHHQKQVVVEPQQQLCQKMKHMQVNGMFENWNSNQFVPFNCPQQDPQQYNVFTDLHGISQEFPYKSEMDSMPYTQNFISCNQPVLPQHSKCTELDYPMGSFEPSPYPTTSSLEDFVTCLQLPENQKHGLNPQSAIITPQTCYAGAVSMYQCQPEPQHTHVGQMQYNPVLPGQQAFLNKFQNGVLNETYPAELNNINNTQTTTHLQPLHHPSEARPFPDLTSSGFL
MEP2 TOR yeast = modulators of TOR pathway MEP2-GFP in S. cerevisiae. hit rate 0.51% among 330,000. AID 2016. GFP response vs DMSO, % at 10 µM. S. cerevisiae MEP2-GFP strain, flow cytometry GFP, 3 h; 100% = DMSO control level;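 active = GFP response versus DMSO above a set limit, roughly screen mean plus 3 SD, cut at about 180% in these data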;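 note: median GFP fluorescence of the barcode-gated MEP2-GFP cells per well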
Efflux pump inh = blocks antifungal efflux pumps in multiplex yeast assay. hit rate 0.44% among 330,000. AID 485275. S. cerevisiae Candida pump triplex, Nile Red efflux. inhibition, % at 10 µM;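 active = plate passing quality check with inhibition over a set limit, or well fluorescence over plate mean plus 4 SD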;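 note: Nile Red retained in pooled yeast measured as flow cytometry median fluorescence; 0% = buffer negative control and 100% = Enniatin B positive control; higher means more Nile Red kept so more efflux inhibition; some compounds called inactive have numbers as strong as hits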
RPL19A TOR yeast = modulators of TOR pathway RPL19A-GFP in S. cerevisiae | percent response vs DMSO, % at 10 µM | hit rate 0.3% among 330,000 | S. cerevisiae RPL19A-GFP strain, flow cytometry, 3 h; hits give low values;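 active = percent response vs DMSO below 50%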;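 note: median channel GFP fluorescence of the barcoded RPL19A-GFP strain; ratio of sample median GFP to plate DMSO average so 100% = DMSO; lower means less RPL19A-GFP as with rapamycin TOR inhibition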
CIT2 TOR yeast = modulators of TOR pathway CIT2-GFP in S. cerevisiae | S. cerevisiae CIT2-GFP strain, flow cytometry, 3 h; 100 means same as DMSO wells | GFP response vs DMSO, % at 10 µM | hit rate 0.065% among 320,000;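 active = GFP response relative to DMSO above a set limit, near the screen mean plus 3 SD, cut at about 150% in these data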;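 note: ratio of well median GFP fluorescence to mean of DMSO wells on the plate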
Numbers without * were called inactive; i = inactive.

Second line of a record – Yeast superoxide, RPL19A TOR yeast, AHR activator, CIT2 TOR yeast, Efflux pump inh, AGP1-GFP MLPCN, MEP2 TOR yeast, LAP4-GFP MLPCN
COc1ccc(NC(=O)/C(C#N)=C/c2c(C)nn(-c3ccc(F)cc3)c2Cl)cc1Cl
→ 107, 98, 2, 93, -0.2, 98, 98, 93
C/C(CC(=O)NCc1ccco1)=N\NC(=O)Cc1ccc(Cl)cc1
→ 96, 96, 9, 103, 0.0, 106, 104, 106
CC(C)(C)NNC(=S)Nc1cccc(C(F)(F)F)c1
→ 116, 94, -1, 102, -0.2, 101, 97, 111
C/C(=N\NC(=O)c1cc2c(s1)CCC(C)C2)c1ccc[nH]1 (stereo not drawn)
→ 116, 93, 40, 94, -0.3, 95, 97, 87
O=C(CN1CCN(c2ccccn2)CC1)Nc1ccc([N+](=O)[O-])cc1C(=O)Nc1ccccc1F
→ i, 100, 48*, 92, 0.1, 90, 90, 86
COc1ccc2nc(-c3ccccc3)cc(OC)c2c1
→ 96, 89, 64*, 74, -0.1, 90, 89, 83
CC(=O)Nc1ccc(S(=O)(=O)N2CCSC2c2ccccc2Cl)cc1 (stereo not drawn)
→ 106, 103, 5, 93, 0.2, 94, 93, 103
CC(C(=O)NCc1ccc2c(c1)OCO2)N1c2cccc3cccc(c23)S1(=O)=O (stereo not drawn)
→ 96, 95, 12, 88, 0.2, 94, 95, 100
O=C(Nc1ccc(Br)c(Cl)c1)C1CC1
→ 70, 95, 5, 98, 0.2, 112, 126, 124
CN1CCN(C(=S)NC(=O)c2cccc(S(=O)(=O)N(C)C)c2)CC1
→ 106, 104, 0, 102, 0.1, 97, 102, 95
Cc1ccc(S(=O)(=O)N2CCOC2C(Cl)(Cl)Cl)cc1 (stereo not drawn)
→ 111, 96, 0, 97, 0.2, 99, 99, 114
c1coc(C2Nc3ccccc3C3OCCC23)c1 (stereo not drawn)
→ 112, 99, -1, 90, 0.1, 98, 96, 104
CCOC(=O)C1CCCN(C(=O)c2ccc(C)cc2O)C1 (stereo not drawn)
→ 92, 101, 1, 104, 0.0, 99, 101, 95
O=[N+]([O-])c1cc([N+](=O)[O-])c(Oc2cccc(Cl)c2Cl)cc1NN1CCCCC1
→ 104, 103, 1, 77, 0.1, 83, 90, 97
COc1ccc(/C=C(/NC(=O)c2ccccc2OC)C(=O)Nc2ccc(C(=O)O)cc2)cc1
→ 100, 105, -4, 103, 3.5, 105, 103, 102
CCOc1ccc(/C(O)=C2/C(=O)C(=O)N(CC3CCCO3)C2c2ccc(C)o2)cc1 (stereo not drawn)
→ 99, 94, 0, 99, -0.1, 103, 98, 98
COc1ccc(S(=O)(=O)N2CCN(Cc3cccs3)CC2)cc1OC
→ 107, 99, -1, 97, -0.2, 103, 98, 101
O=C(CSc1nc(-c2ccco2)cc(C(F)(F)F)n1)NCc1cccs1
→ 93, 96, 1, 103, 0.0, 105, 110, 101
CC(CO)N1CCS(=O)(=O)CC1 (stereo not drawn)
→ 99, 100, -1, 98, 0.2, 101, 103, 101
CCN1C(=O)N(c2ccc(Cl)cc2)C(C)=CC1(C)C
→ 82, 98, 3, 92, 0.5, 94, 97, 100
CCOC(=O)c1c(NC(=O)CN2CCOCC2)sc2c1CCCC2=O
→ 99, 96, 0, 97, 0.0, 93, 106, 95
O=C(NCCSc1ccccc1)c1ccccc1
→ 100, 95, 7, 80, 0.1, 89, 96, 106
O=c1[nH]c2ccc(Br)cc2c(-c2ccccc2)c1N1CCOCC1
→ 98, 97, 13, 94, 0.0, 98, 91, 93
Cc1ccc(N2CCN(C(=O)c3ccccc3)CC2)c(C)c1
→ 81, 100, 1, 101, 0.1, 101, 105, 103
O=C(O)[C@@H]1Cc2c([nH]c3ccccc23)C2CCC(=O)N21 (stereo partly drawn)
→ 95, 104, 18, 103, 0.1, 95, 104, 88
COc1ccc(C2C(C#N)=C(N)OC3=C2C(=O)CC(C)(C)C3)cc1OC (stereo not drawn)
→ 98, 103, 1, 95, -0.1, 108, 97, 108
Cc1ccc(S(=O)(=O)N2CCOCC2)cc1NC(=O)COC(=O)c1ccccc1OCc1c(C)noc1C
→ 100, 96, -1, 92, -0.3, 95, 90, 97
Nc1nc(Br)c2c(F)cccc2c1-c1ccc(Cl)cc1
→ 105, 103, 0, 98, -0.1, 103, 104, 103
C=CCSc1nnc(-c2c[nH]c3ccccc23)n1CCOC
→ 92, 96, -1, 103, 0.2, 107, 100, 103
Cc1ccc(S(=O)(=O)N2CCN(c3nccnc3C#N)CC2)cc1
→ 117, 93, -1, 91, 0.0, 97, 102, 111

Complete entries, looked up by structure:
CC(C)(C)NNC(=S)Nc1cccc(C(F)(F)F)c1 reads Yeast superoxide: 116; RPL19A TOR yeast: 94; AHR activator: -1; CIT2 TOR yeast: 102; Efflux pump inh: -0.2; AGP1-GFP MLPCN: 101; MEP2 TOR yeast: 97; LAP4-GFP MLPCN: 111
COc1ccc2nc(-c3ccccc3)cc(OC)c2c1 reads Yeast superoxide: 96; RPL19A TOR yeast: 89; AHR activator: 64*; CIT2 TOR yeast: 74; Efflux pump inh: -0.1; AGP1-GFP MLPCN: 90; MEP2 TOR yeast: 89; LAP4-GFP MLPCN: 83
C/C(=N\NC(=O)c1cc2c(s1)CCC(C)C2)c1ccc[nH]1 (stereo not drawn) reads Yeast superoxide: 116; RPL19A TOR yeast: 93; AHR activator: 40; CIT2 TOR yeast: 94; Efflux pump inh: -0.3; AGP1-GFP MLPCN: 95; MEP2 TOR yeast: 97; LAP4-GFP MLPCN: 87

More entries
Second line of a record – Yeast superoxide, RPL19A TOR yeast, AHR activator, CIT2 TOR yeast, Efflux pump inh, AGP1-GFP MLPCN, MEP2 TOR yeast, LAP4-GFP MLPCN
C=COCCNC(=O)Nc1ccc(Cl)cc1Cl
→ 91, 98, -1, 79, 0.1, 85, 100, 99
CC(NC(=O)Cc1ccccc1)C(=O)O (stereo not drawn)
→ 100, 92, 0, 89, 0.0, 95, 94, 88
O=C(NCCCn1ccnc1)C1CC(c2cccc(Br)c2)=NO1 (stereo not drawn)
→ 95, 97, 9, 96, 0.0, 99, 101, 95
CCOc1ccc(C(=O)NCC(=O)N2CC=C(c3ccccc3)CC2)cc1OCC
→ 101, 100, 4, 96, -0.1, 102, 102, 105
Cn1c(SCC(=O)NC2CCCCC2)nnc1-c1ccccc1F
→ 93, 106, -1, 105, 0.0, 105, 102, 104
N#Cc1ccc(-n2c(-c3ccccc3)nnc2-c2ccccc2)cc1C#N
→ 103, 115, 2, 78, 0.1, 86, 95, 81
COCC(C)n1c(C)cc(C(=O)CSc2ncccn2)c1C (stereo not drawn)
→ 98, 102, 18, 101, -0.1, 104, 102, 105
CCCc1cc(=O)[nH]c2nnc(SCC(=O)NC3CCCCC3)n12
→ 94, 95, 1, 99, 0.0, 102, 98, 95
O=C(CCS(=O)(=O)Cc1ccccc1F)NCc1ccccc1Cl
→ 102, 101, 0, 104, -0.3, 106, 99, 109
COc1ccc(Cc2nc3ccc(C(=O)N(C)Cc4nccs4)cc3o2)cc1OC
→ 99, 103, 1, 105, 0.5, 91, 114, 79
CCc1ccc(C2C3=C(CC(C)(C)CC3=O)OC3=C2C(=O)CC(C)(C)C3)cc1
→ 91, 106, -1, 101, -0.1, 103, 105, 92
Cc1cnc(NC(=O)CC2CCCC2)s1
→ 99, 97, 9, 93, -0.1, 107, 101, 100
Nc1nonc1C(=O)NCCNC(=O)c1ccccc1F
→ 113, 101, 0, 91, -0.1, 104, 95, 95
COc1ccc2ccn(S(=O)(=O)c3ccccc3)c2c1
→ 93, 101, 2, 111, 0.0, 104, 108, 98
COc1ccc(CCNc2nc(-c3ccco3)cc(C(F)(F)F)n2)cc1OC
→ 106, 91, 4, 91, 0.1, 94, 92, 93
S=C(c1ccc(-c2ccc(Cl)cc2Cl)o1)N1CCCCC1
→ 114, 101, 19, 97, 0.1, 102, 107, 103
C[C@@]12C(=O)N(CC3CC3)CC(=O)N1[C@H](C1CC1)[C@@H]1C(=O)N(c3ccccc3)C(=O)[C@@H]12
→ 99, 96, -2, 98, 0.0, 85, 87, 115
COc1ccc([C@H]2CC(=O)C=C(c3ccc4c(c3)OCCO4)C2)cc1
→ 91, 94, 5, 80, 0.4, 90, 88, 111
O=C(O)Cn1c(=O)c2c(c3ccccc31)CCC2
→ 86, 95, 0, 113, -0.3, 95, 881*, 100
COC(=O)C(CC(=O)c1ccc(C)cc1)n1nc(C)cc1C (stereo not drawn)
→ 98, 100, 2, 100, 0.0, 98, 105, 96
COc1ccc(C(=O)/C=C/c2ccc(O)cc2)c(O)c1CC=C(C)C
→ 106, 106, 3, 110, -0.1, 90, 95, 121
CCN(CCCNC(=O)C1CCCN(S(=O)(=O)CC)C1)c1cccc(C)c1 (stereo not drawn)
→ 102, 98, 2, 106, -0.2, 103, 107, 102
Cc1cc(C)nc(NC(=O)Cc2ccc([N+](=O)[O-])cc2)c1
→ 104, 99, 8, 95, -0.1, 89, 96, 77
CCN(CC)S(=O)(=O)c1cc(NC(=O)CO/N=C(\N)c2ccccc2Cl)ccc1C
→ 81, 96, 0, 94, -0.1, 96, 97, 96
C/C(CC(=O)NC(C)(C)C)=N\NC(=O)c1ccco1
→ 92, 108, 8, 105, 0.0, 104, 109, 96
NNC(=O)c1ccccc1CO
→ 82, 101, 2, 102, 0.0, 105, 100, 105
Cc1c(C)c2ccc(OCC(=O)N3CCN(c4cccc(Cl)c4)CC3)cc2oc1=O
→ 136, 86, 8, 110, 0.0, 71, 113, 91
COc1ccc(-c2cc(-c3cc(C)ccc3O)[nH]n2)cc1
→ 126, 73, 27, 76, 0.2, 62, 85, 148
CCCCN1CC[C@H]2C=CC[C@@H](C(=O)Nc3ccc(OC)cc3)[C@H]2C1=O
→ 97, 107, 1, 117, -0.2, 96, 99, 128
CC1(C(=O)NCc2cccnc2)CCC(=O)N1Cc1cccs1 (stereo not drawn)
→ 94, 100, -1, 105, 0.0, 108, 106, 105

Reprinted from the part before: 2 entries; new compounds follow.
Second line of a record – Yeast superoxide, RPL19A TOR yeast, AHR activator, CIT2 TOR yeast, Efflux pump inh, AGP1-GFP MLPCN, MEP2 TOR yeast, LAP4-GFP MLPCN
CCCCN1CC[C@H]2C=CC[C@@H](C(=O)Nc3ccc(OC)cc3)[C@H]2C1=O
→ 97, 107, 1, 117, -0.2, 96, 99, 128
CC1(C(=O)NCc2cccnc2)CCC(=O)N1Cc1cccs1 (stereo not drawn)
→ 94, 100, -1, 105, 0.0, 108, 106, 105
COCCNC(=O)C(c1cccs1)N(C(=O)Cn1nnc2ccccc21)c1cccc(C)c1 (stereo not drawn)
→ 102, 96, 3, 97, 0.0, 98, 105, 99
COc1cc(CN(C(=S)NCC(=O)NC2CC2)C2CCCC2)cc(OC)c1OC
→ 106, 106, 2, 106, 0.0, 108, 107, 99
Cc1cccnc1NC(=O)CCCN1C(=O)c2ccccc2C1=O
→ 126, 95, 0, 97, 0.0, 100, 96, 100
O=C(CN1C(=O)CC(c2ccco2)Sc2ccccc21)NCc1ccc2c(c1)OCO2 (stereo not drawn)
→ 93, 103, 0, 101, 9.8*, 107, 108, 104
